PMI inhibition – human PMI inhibitors, high substrate, primary screen, biochemical, fluorescence intensity, high mannose 6-phosphate (AID 1220) | 190,000 compounds, 0.66% hits | inhibition, % at 20 µM; hits with a dose series show IC50 in µM | recombinant PMI enzyme, coupled fluorescence intensity; higher % means a stronger effect
Myeloid diff 2 – myeloid differentiation induction. 360,000 compounds, 1% hits. AID 624256. calls only at 10 µM. ER-HoxA9 myeloid progenitors, lysozyme-GFP differentiation, flow cytometry;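 active means normalized GFP-positive differentiation at or above the plate's own cutoff, the solvent-only control mean plus 3 SD; inconclusive means no clear call, values can overlap the other calls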;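 further: cells exposed to compound for four days before flow analysis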
TNAP activation fold – stimulation of alkaline phosphatase TNAP activity – biochemical, luminescent, no phosphate acceptor, uHTS, primary screen (AID 1001) | purified TNAP, luminescent activation assay, no phosphate acceptor; higher activation fold means a stronger effect | activation fold at 20 µM, or EC50 in µM where a hit was titrated | 200,000 compounds, 0.03% hits; in the data active means activation fold from about 3, or a potency from the dose series; inactive means the rest, 99 in 100 with activation fold below about 1.6; further: many of its hits are not listed in these tables
PMI inhibitors – MPI enzyme activity inhibition – biochemical, fluorescence intensity, coupled assay, primary screen (AID 1209); 190,000 compounds, 0.42% hits; purified PMI enzyme, coupled fluorescence intensity; higher % means a stronger effect; one-dose inhibition, % at 20 µM; IC50 in µM for titrated hits;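 further: plate controls were DMSO vehicle for no effect and wells lacking substrate for full effect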
XIAP displacement – XIAP antagonists, biochemical, IAP family, fluorescence polarization (AID 1018). displacement, % at 20 µM, or IC50 in µM where a hit was titrated. XIAP BIR domain, fluorescence polarization peptide displacement; higher % means a stronger effect. 200,000 compounds, 0.007% hits; in the data active means displacement above about 50%; further: a part of the inactive calls stands beside numbers as strong as those of hits
M17LAP inhibition – P. falciparum M17LAP inhibitors, primary screen, biochemical, fluorogenic H-Leu-NHMec substrate, 1536-well (AID 1619); recombinant M17LAP, H-Leu-NHMec fluorogenic kinetic assay; higher % means a stronger effect; inhibition, % at 30 µM, or IC50 in µM where a hit was titrated; 220,000 compounds, 0.38% hits;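 active means compound inhibiting the enzyme by more than half at any dose during confirmatory dose-response retesting; inconclusive means strong single-dose inhibitors picked by rank but not retested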;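 further: plate controls were full reaction with DMSO carrier for no effect and no enzyme background for full effect; strong numbers were not always called active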
ER stress rescue – rescue of cells from ER stress-induced death, primary screen, 384-well, CSM14.1, thapsigargin, ATP luminescence (AID 1222); CSM14.1 thapsigargin-induced death rescue, ATP luminescence; higher % means a stronger effect; cellular ATP content (survival), % at 20 µM; hits with a dose series show EC50 in µM; 190,000 tested, under 10 active;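 active means EC50 below 50 µM in the dose-response confirmation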;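 further: death triggered by thapsigargin at about 15 µM added after 2 h compound pretreatment; cell ATP read after overnight thapsigargin exposure of roughly 18 to 22 hours; normalized against plate controls of thapsigargin alone and 5% DMSO vehicle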
LYP inhibition – PTPN22 lymphoid phosphatase activity blockers – biochemical, fluorescence intensity, uHTS (AID 1779). 290,000 compounds, 0.054% hits. inhibition, % at 11.5 µM, or IC50 in µM where a hit was titrated. recombinant LYP phosphatase, fluorescence intensity; higher % means a stronger effect;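 further: plate controls were vehicle with enzyme for no effect and no enzyme for full effect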
M1AAP inhibition – malaria alanyl aminopeptidase activity blockers – biochemical, fluorogenic H-Leu-NHMec substrate, 1536-well (AID 1445); recombinant M1AAP, H-Leu-NHMec fluorogenic kinetic assay; higher % means a stronger effect; inhibition, % at 30 µM, or IC50 in µM where a hit was titrated; 220,000 compounds, 0.42% hits;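 active means primary inhibition above the hit cutoff, then over 50% inhibition at one or more dose response concentrations, cut at about 23% in these data, passing the limit was not always enough; inconclusive means conflicting primary data, or primary hits not chosen for dose response; inactive means low primary inhibition, or under 50% at every dose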;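 further: plate controls were DMSO full reaction for no effect and no enzyme background for full effect; strong numbers were not always called active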
Myeloid diff 2 GFP+ MAC1+ % – recorded beside Myeloid diff 2, whose call it bears; GFP+ MAC1+ double positive, %; measured here: differentiation confirmed by MAC1 staining
Active calls of the source: *; i = inactive; ? = inconclusive; . = no result given. Unless noted, no stated cut-off is given here; in the data, active means inhibition above about 50%; inactive means the rest.

Molecule	PMI inhibition	Myeloid diff 2	Myeloid diff 2 GFP+ MAC1+ %	TNAP activation fold	PMI inhibitors	XIAP displacement	M17LAP inhibition	ER stress rescue	LYP inhibition	M1AAP inhibition
Cc1ccnc(NC(=O)c2ccc3c(c2)C(=O)N(CC2CCCO2)C3=O)c1 (stereo not drawn)	-2%	i	0.4	1.1	0%	-6.5%	-2%	0.5%	1%	-1%
Cc1nn(CC(=O)Nc2ccncc2)c(C)c1[N+](=O)[O-]	3%	i	1.7	1	4%	5.9%	2%	-0.1%	-9%	7%
O=C(CCC1COc2ccccc2O1)Nc1ncccc1O (stereo not drawn)	9%	i	0.8	1.1	13%	-2.0%	7%	0.5%	-9%	8%
CCOC(=O)N1CC=C2C(C#N)=C(N)C(C#N)(C#N)[C@H](c3ccc(OCC)c(OCC)c3)[C@H]2C1	3%	i	0.4	1	9%	-5.5%	-12%	2.8%	-1%	1%
S=c1nc[nH]c2c1ncn2C1CCCC1	.	i	0.4	.	.	.	-1%	.	-2%	-5%
Cc1cc(N(CCO)CCO)nc(-n2nc(C)cc2C)n1	-4%	i	0.5	1.1	5%	-5.0%	6%	-3.1%	-13%	4%
O=C(O)Cc1cn(Cc2cccc(Cl)c2)c2ccccc12	-13%	i	0.3	1.1	-14%	-3.3%	17%	.	-4%	3%
CCS(=O)(=O)N1Cc2ccccc2CC1C(=O)Nc1nc2ccccc2[nH]1 (stereo not drawn)	2%	i	2.7	1.2	3%	-2.2%	-14%	-3.0%	-4%	-9%
CCN1CCN(c2ncc3c(n2)CC(c2ccc(OC)c(OC)c2)CC3=O)CC1 (stereo not drawn)	-2%	i	2.0	1.1	-12%	-0.7%	13%	-1.4%	2%	0%
COCc1cc(C)nc2sc3c(=O)n(Cc4ccco4)nnc3c12	10%	i	2.6	1	14%	-18%	4%	-1.0%	-4%	4%
CCOC(=O)NC(Nc1nc2ccccc2s1)(C(=O)OCC)C(F)(F)F (stereo not drawn)	8%	i	2.2	1.1	6%	-4.4%	-2%	-0.9%	-3%	5%
O=C1C2CCCCN2C(=O)N1CCCCN1CCN(c2ccc([N+](=O)[O-])cc2)CC1 (stereo not drawn)	2%	i	0.3	1	2%	0.4%	5%	-1.7%	-1%	4%
COc1ccccc1/C=C/C(=O)OCc1nc2ccccc2c(=O)[nH]1	11%	i	0.2	1.1	12%	-9.0%	1%	1.0%	3%	-3%
Cc1cccc(C(=O)Oc2coc(CSc3nnc(NC(=O)C4CC4)s3)cc2=O)c1	3%	i	0.9	1.1	1%	-0.4%	0%	-0.8%	8%	5%
CNC(=O)COC(=O)c1cc2c(s1)CCCC2	2%	i	0.1	1.1	-9%	-4.6%	-8%	-1.2%	-2%	-4%
CCN(Cc1ccccc1)S(=O)(=O)c1ccc2oc(C(=O)O)c(C)c2c1	1%	i	7.8	1.1	1%	-2.5%	-5%	-2.3%	7%	0%
CCOC(=O)C1(Cc2ccccc2C(F)(F)F)CCN(C(=O)c2cc(C)n(C)n2)CC1	.	i	0.0	1	.	-6.3%	16%	2.6%	-4%	5%
COc1ccc2c(-c3ccccc3)cc(SCC(=O)N(C)C3CCS(=O)(=O)C3)nc2c1 (stereo not drawn)	-32%	i	0.3	1	-18%	-4.7%	2%	-4.5%	1%	3%
COc1cccc(C(=O)Nc2cc(C(F)(F)F)ccc2Cl)c1	-2%	i	6.8	1.1	1%	-1.0%	-6%	-1.1%	0%	4%
Cn1c(N)c(C(=O)COC(=O)c2cc(-c3ccccc3)nc3ccccc23)c(=O)n(Cc2ccccc2)c1=O	3%	i	0.3	1.1	-6%	-7.2%	-6%	11%	-1%	10%
COc1ccc2c(Cl)c(C(=O)N/N=C/c3ccc4c(c3)OCO4)sc2c1	-15%	i	0.0	1	-4%	-4.4%	-9%	-1.6%	0%	-1%
Cc1ccc(C2=NN3C(=O)c4ccccc4C3C2)cc1 (stereo not drawn)	.	i	0.5	.	.	.	-1%	.	-3%	0%
CCCCCCCNC1=CC(=O)CC(c2ccco2)C1 (stereo not drawn)	6%	i	0.9	1	-1%	-3.5%	8%	-0.1%	2%	0%
Cc1cc(C)c2c(=O)n(CC(=O)NCCCN3CCN(c4ccccc4F)CC3)sc2n1	-47%	.	.	1.1	-9%	-6.7%	5%	.	1%	13%
O=C(COC(=O)c1ccccc1C(=O)c1ccc(Cl)c([N+](=O)[O-])c1)NC1CC1	6%	?	.	1.1	-3%	1.2%	3%	-1.2%	-1%	8%
CSCCC(=O)N1C(C)CCCC1C(=O)O (stereo not drawn)	8%	i	0.7	1	12%	-3.8%	8%	-0.2%	-6%	-6%
Nc1ccn(Cc2ccccc2F)n1	-12%	i	0.5	1.2	-18%	-5.7%	6%	0.8%	-10%	12%
CCOC(=O)c1c(C)[nH]c(C)c1C(=O)COC(=O)c1ccc(O)cc1	2%	i	0.4	1.1	5%	-2.6%	0%	1.1%	4%	-2%
COc1ccccc1CNc1nc2nc(C)c(Cl)c(=O)n2[nH]1	-7%	i	0.8	1.1	0%	-5.4%	14%	5.2%	3%	2%
CCOC(=O)C1=C(CC)NC2=C(C(=O)CCC2)C1c1ccc(OC)c(OC)c1 (stereo not drawn)	-6%	i	1.8	1.1	1%	-2.2%	9%	0.7%	-7%	5%
CC(=O)Oc1ccc(NC(=O)Cc2ccccc2)c(C(=O)O)c1	1%	i	0.4	1.1	-3%	-2.6%	7%	0.7%	6%	4%
CC(=O)NCCNC(=O)c1ccc(Sc2ccccc2)c([N+](=O)[O-])c1	3%	i	0.8	1.1	3%	0.1%	-4%	-0.9%	-6%	1%
Cc1ccc(NC(=S)Nc2ccc(C(C)C)cc2)cc1S(=O)(=O)N1CCCCCC1	-9%	i	0.7	1.1	1%	-9.1%	3%	-2.2%	3%	4%
Cc1cccc(CSc2cn(CC(=O)N3CCOCC3)c3ccccc23)c1	19%	i	1.3	1	24%	-11%	12%	1.9%	-2%	14%
CCOC(=O)c1ccc(NC(=O)C2C3C=CC(C3)C2C(=O)O)cc1 (stereo not drawn)	3%	i	0.8	1.1	3%	-22%	23%	-1.4%	-11%	3%
O=C(Nc1ccccc1)c1nsnc1C(=O)Nc1ccccc1	15%	i	0.1	1	14%	-15%	4%	-1.1%	-7%	1%
COc1ccc(C(=O)NC(=S)Nc2ccc(S(N)(=O)=O)cc2)cc1	17%	i	0.3	0.9	26%	-10%	-3%	-1.1%	-3%	20%
CCCCN(CC)S(=O)(=O)c1ccc2c(c1)CCCN2C(C)=O	16%	i	1.6	1.1	16%	-2.6%	-6%	.	0%	-2%
O=C(O)c1ccc(N/N=C2/CCCc3ccccc32)cc1	.	i	0.9	.	.	.	15%	.	2%	8%
Cc1nc2c(C)[n+](CC(=O)c3ccccc3)ccc2n1C	.	i	0.5	.	.	.	3%	.	-4%	7%
O=S(=O)(Nc1ccc2c(c1)OCCO2)c1ccc(Br)s1	-5%	i	5.6	1	4%	-7.6%	4%	1.2%	4%	6%
O=C1C(=O)N(Cc2cccnc2)C(c2ccccn2)/C1=C(/O)c1ccc(F)cc1 (stereo not drawn)	42%	i	0.7	1.1	7%	-8.5%	30%	-2.3%	-11%	9%
CCOc1c2ccc(C(=O)NCc3ccccc3OC)cc2nn1CC	-6%	i	0.9	1.1	-8%	-1.9%	-55%	-0.3%	-15%	4%
CCOc1ccc(NC(=O)CSc2nnc(Cn3cnc([N+](=O)[O-])n3)n2CC)cc1	4%	i	0.3	1.1	0%	7.4%	0%	-0.3%	-3%	0%
COc1ccc(NC(=O)CSc2nc(O)cc(=O)n2C)cc1	3%	i	1.3	1.1	6%	0.1%	2.6µM*	-1.4%	-5%	11%
Cc1noc(C)c1CSc1cc(C)c2ccccc2n1	2%	i	5.2	1.1	3%	4.1%	-3%	1.6%	-6%	8%
O=C(CN1C(=O)NC2(CCCCC2)C1=O)NCc1ccc2c(c1)OCO2	-11%	i	0.5	1	-26%	-9.4%	-3%	-1.7%	-12%	-1%
COCCCN1CN(Cc2ccco2)CNC1=S	.	i	0.3	.	.	.	-5%	.	-11%	2%
CCC(=O)Nc1ccc(C(=O)CSc2nc3ccccc3cc2CC)cc1	21%	i	6.5	1	16%	-2.6%	11%	1.9%	-4%	0%
Cc1ccc(NC(=O)C(=O)NCCN2CCN(Cc3ccc([N+](=O)[O-])cc3)CC2)cc1	10%	i	0.6	1.2	27%	-8.4%	5%	-2.2%	-8%	-2%

In another format: entries from further up
O=C(O)c1ccc(N/N=C2/CCCc3ccccc32)cc1
- PMI inhibition: .
- Myeloid diff 2: i
- Myeloid diff 2 GFP+ MAC1+ %: 0.9
- TNAP activation fold: .
- PMI inhibitors: .
- XIAP displacement: .
- M17LAP inhibition: 15%
- ER stress rescue: .
- LYP inhibition: 2%
- M1AAP inhibition: 8%

Cc1nc2c(C)[n+](CC(=O)c3ccccc3)ccc2n1C
- PMI inhibition: .
- Myeloid diff 2: i
- Myeloid diff 2 GFP+ MAC1+ %: 0.5
- TNAP activation fold: .
- PMI inhibitors: .
- XIAP displacement: .
- M17LAP inhibition: 3%
- ER stress rescue: .
- LYP inhibition: -4%
- M1AAP inhibition: 7%

O=S(=O)(Nc1ccc2c(c1)OCCO2)c1ccc(Br)s1
- PMI inhibition: -5%
- Myeloid diff 2: i
- Myeloid diff 2 GFP+ MAC1+ %: 5.6
- TNAP activation fold: 1
- PMI inhibitors: 4%
- XIAP displacement: -7.6%
- M17LAP inhibition: 4%
- ER stress rescue: 1.2%
- LYP inhibition: 4%
- M1AAP inhibition: 6%

(listing goes on)
Molecule	PMI inhibition	Myeloid diff 2	Myeloid diff 2 GFP+ MAC1+ %	TNAP activation fold	PMI inhibitors	XIAP displacement	M17LAP inhibition	ER stress rescue	LYP inhibition	M1AAP inhibition
Cc1ccc(CN2CCSc3ccc(C(=O)NCc4ccccn4)cc32)cc1	-8%	i	0.0	1.2	-7%	-6.5%	-34%	2.3%	0%	-1%
COc1ccc(-n2cnc3cc(NCc4cccs4)ccc32)cc1	16%	.	.	1.1	22%	-4.4%	9%	0.5%	-12%	4%
CC(CCc1ccco1)NC(=O)Nc1cccc(F)c1 (stereo not drawn)	-2%	i	6.6	1.2	-6%	-2.0%	-3%	-2.5%	-4%	9%
c1ccc(-c2nn3c(Cn4cnc5ccccc54)nnc3s2)cc1	0%	i	6.7	1.1	44%	-4.2%	-8%	-1.5%	-2%	1%
Nc1nc(SCC(=O)c2cc(F)ccc2F)n[nH]1	5%	i	0.6	1.3	15%	-4.5%	4%	1.8%	6%	-6%
COc1ccc(-c2noc(CSc3nnc(Cc4ccccc4)n3-c3cccc(C)c3)n2)cc1OC	19%	i	1.9	1.1	21%	-0.8%	3%	-1.7%	3%	-3%
CCOC(=O)c1c(C)n(C)c2ccc(OC)c(NC(=O)CN3CCC(C(=O)OCC)CC3)c12	.	i	0.6	.	.	.	1%	.	-2%	3%
CCCCCCCCCCS(=O)(=O)N/N=C/c1ccccc1OC	10%	i	0.6	1	10%	48%	2%	-5.5%	8%	5%

Assay outcomes (PubChem)

The order is random (roughly 2.7% active in at least one column).
